# ERAP1 HTS inh – inhibitors of human ERAP1 aminopeptidase. recombinant ERAP1, Leu-AMC fluorescence, 60 min. AID 652197. inhibition, % at 10.7 µM. 340,000 tested, 0.15% active. Q9NZ08;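 active = mean replicate inhibition of at least 30%, or all replicates individually reaching that 30% level; inactive = mean below 30% and not every replicate reaching it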;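 note: 0% = neutral control wells and 100% = L-leucinethiol positive control wells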
# Target sequence (Q9NZ08 whole entry, looked up): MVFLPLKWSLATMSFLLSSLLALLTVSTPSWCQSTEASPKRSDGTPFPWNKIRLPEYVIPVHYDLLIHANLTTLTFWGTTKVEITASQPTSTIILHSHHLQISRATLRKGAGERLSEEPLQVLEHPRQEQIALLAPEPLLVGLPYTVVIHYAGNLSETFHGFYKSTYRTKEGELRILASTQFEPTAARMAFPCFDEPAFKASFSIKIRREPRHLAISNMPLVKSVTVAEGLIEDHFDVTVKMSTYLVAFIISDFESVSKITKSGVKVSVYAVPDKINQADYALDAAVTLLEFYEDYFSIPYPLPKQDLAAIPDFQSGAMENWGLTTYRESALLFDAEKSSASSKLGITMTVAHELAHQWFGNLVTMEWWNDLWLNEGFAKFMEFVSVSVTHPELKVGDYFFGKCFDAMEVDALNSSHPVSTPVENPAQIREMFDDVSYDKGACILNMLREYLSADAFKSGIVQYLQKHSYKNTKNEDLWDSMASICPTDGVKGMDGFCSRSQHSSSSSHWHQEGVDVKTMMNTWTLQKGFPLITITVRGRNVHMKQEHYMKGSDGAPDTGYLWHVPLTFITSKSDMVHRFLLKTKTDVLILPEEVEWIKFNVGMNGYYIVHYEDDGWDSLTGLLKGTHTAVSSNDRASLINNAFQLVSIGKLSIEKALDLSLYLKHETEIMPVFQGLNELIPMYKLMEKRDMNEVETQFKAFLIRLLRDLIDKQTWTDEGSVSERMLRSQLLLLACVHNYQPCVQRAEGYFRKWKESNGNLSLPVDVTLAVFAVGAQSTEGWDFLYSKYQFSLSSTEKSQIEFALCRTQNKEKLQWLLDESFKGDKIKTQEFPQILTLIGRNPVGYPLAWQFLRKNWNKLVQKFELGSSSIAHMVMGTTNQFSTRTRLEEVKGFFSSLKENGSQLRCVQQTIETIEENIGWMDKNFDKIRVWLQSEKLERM
# RAD54 inh – RAD54 (human) branch migration inhibition | Q92698 | RAD54 Holliday junction branch migration, FAM/BHQ fluorescence | inhibition, % at 10.4 µM | 360,000 tested, 0.14% active;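 active = mean normalized replicate activity at least 40 and at least half of replicates scoring 40 or more; inconclusive = only one of the two criteria met; inactive = mean below 40 and under half of replicates reaching 40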;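 note: 0% = median of neutral control wells and 100% = median of positive control wells; inhibitors cause a drop in the FAM fluorescence signal; in these data hits start at about 50%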
# PGC1a acetyl inh – PGC1a acetylation modulation, inhibitor mode | U2OS PGC1a acetylation, AlphaScreen anti-acetyl-lysine; with virally co-expressed GCN5 acetyltransferase | inhibition, % at 15.6 µM | 350,000 tested, 0.17% active | AID 651687;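 active = every replicate shows inhibition of at least 40%; inconclusive = mean inhibition at least 40% but some replicate below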;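 note: 0% = neutral control wells and 100% = positive control wells; some results beyond the cut were filed as inactive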
# Cneo AK release – causes C. neoformans cell lysis. adenylate kinase release luminescence, 4 h; normalised: neutral wells 0, clomiphene wells 100. lysis activity, % at 15 µM. 360,000 tested, 0.2% active. AID 651654;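 active = mean lysis activity across replicates of at least 80%, whatever share of replicates individually reach that level; inactive = mean lysis activity below 80%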
#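 Material: C. neoformans cells | Amount: Yeast cell density of 5 × 10^6 cells/mL | Medium: Fresh YPD growth medium | Dosing: Single dose | Times: Static 4 h at 37 °C with compound, 1 h detection | Detection: AK luminescence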
# E-sel inducer – E-selectin induction on HUVECs; HUVEC E-selectin immunofluorescence imaging; normalized: neutral wells 0, TNF-alpha wells 100; 260,000 tested, 0.37% active; activation, % at 7.58 µM;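 active = mean E-selectin-positive cell signal at least 10% of the positive control, reached in at least 60% of replicates, without over 20% cell loss; inconclusive = no rule given, readout overlaps actives, possibly toxicity-flagged; inactive = the rest, including those meeting only one limit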;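 note: in these data hits start at about 27%; measured in HUVEC primary endothelial cells; signal is the percent of cells scored E-selectin positive by PE staining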
#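 System: HUVEC, human umbilical vein endothelial cells; quantity: 3,000 cells/well; buffer or medium: EGM-2 medium, gelatin-coated wells; dosing: single-point compound dose; detection: immunofluorescence imaging; evaluation: % PE-positive cells; benchmarks: TNF-alpha, DMSO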
# RAD52 anneal inh – RAD52 (human) annealing inhibition. recombinant RAD52 DNA annealing, FRET fluorescence. P43351. 360,000 tested, 0.46% active. inhibition, % at 18.7 µM;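 active = every replicate showing at least 50% inhibition; inconclusive = mean inhibition at least 50% but not in every replicate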
# miR-122 sensor – miR-122 inhibition in Huh7 cells; 340,000 tested, 0.3% active; Huh7 miR-122 Renilla luciferase sensor, 48 h; neutral wells = 0, positive control = 100; activation (reporter increase), % at 12.5 µM; AID 602342;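 active = mean replicate activation score at least 90 and every replicate individually at or above 90; inconclusive = only one of the two criteria met; inactive = neither criterion met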;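 note: higher luciferase means less miR-122 activity so hits act as miR-122 inhibitors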
# PglD DTNB – PglD (C. jejuni) enzyme inhibition; purified PglD enzyme, DTNB colorimetric CoA detection; inhibition, % at 12.5 µM; 360,000 tested, 0.098% active; in the data active = inhibition above about 16%, passing the limit was not always enough; inconclusive = no clear call, values can overlap the other calls; note: strong numbers were not always called active
# Starred values were filed as active, the others as inactive; ? = inconclusive; / = not tested or not shown; & = joins results of further samples; [ ] = another dose, or the depositor's remark.
nr	molecule	ERAP1 HTS inh	PglD DTNB	RAD52 anneal inh	miR-122 sensor	PGC1a acetyl inh	Cneo AK release	E-sel inducer	RAD54 inh
1	CNC[C@@H]1Oc2ccc(NC(=O)Nc3c(C)noc3C)cc2C(=O)N([C@@H](C)CO)C[C@@H]1C	-1.7	5.0	7.4	6.4[16.7 µM]	11.6	1.3	0.1	-9.2
2	Cc1ccc(-n2cc3c(=O)n(C)c(=O)n(C)c3c2)cc1C	/	3.0	/	-2.7	0.8	-5.7	/	-4.9
3	COc1ccccc1/C=C(/C(=O)OCC(N)=O)c1ccccc1	4.5	-1.1	-9.9	3.5	4.1	-0.9	/	-1.0
4	c1ccc(Cn2nnc3c(NCc4ccc5c(c4)OCO5)ncnc32)cc1	-1.9	4.4	-13.5	-2.9	25.1	-1.3	13.5	-5.0
5	c1csc(-n2nc3ccccc3n2)c1	/	0.9	/	-1.3	28.9	0.4	/	-3.3
6	O=C(N[C@@H]1CC[C@@H](CCNS(=O)(=O)c2ccc(Cl)cc2)O[C@@H]1CO)c1ccccn1	-2.8	-8.0	-4.5	13.5[16.7 µM]	-16.3	-7.7	-0.6	9.5
7	CC(C)C#Cc1ccc([C@@H]2[C@@H](CO)N3CCCCN(C(=O)c4ccc(F)cc4)C[C@H]23)cc1	-0.5	-4.0	-0.2	1.1[16.7 µM]	-0.8	46.6	0.5	2.9
8	C=CCc1cccc(/C=N/NC(=O)CNc2ccccc2OC)c1O	-6.0	-3.2	-12.5	/	/	-2.2	/	-5.3
9	Cc1cc(N=Cc2c(O)n(-c3cccc(C(F)(F)F)c3)c(=O)c3ccccc23)no1	/	5.0	/	-1.4	-16.2	-2.2	/	-7.6
10	CN1CCN(C(=O)C[C@@H]2CC[C@@H]3[C@H](COC[C@H](O)CN3C(=O)Nc3ccc(F)cc3)O2)CC1	-0.6	-1.6	2.8	4.0[16.7 µM]	-4.1	-0.7	0.1	2.5
11	COCCn1c(SCc2ccc(F)cc2)nc2ccccc2c1=O	4.1	-1.7	-21.5	/	/	1.6	/	1.4
12	Clc1cccc(-c2nc(NCCN3CCOCC3)c3ccccc3n2)c1	0.6	-7.4	-2.7	-4.4	-9.5	3.1	/	12.3
13	O=C(c1cc(COc2c(F)cccc2F)on1)N1CCc2ccccc2C1	-0.5	-3.5	-4.2	-10.3	3.5	1.4	/	-11.2
14	CNC[C@@H]1Oc2c(NC(=O)Nc3ccc(C(F)(F)F)cc3)cccc2C(=O)N([C@@H](C)CO)C[C@@H]1C	5.9	-6.9	0.2	-2.5[16.7 µM]	2.8	-2.7	0.1	-2.0
15	CC1CCCN(CCCNC(=O)c2nn(C)c3c2CS(=O)(=O)c2ccccc2-3)C1 (configuration not stated)	-0.2	1.1	-10.5	3.4	-2.2	1.3	/	13.1
16	CSc1nc(SCC(=O)NCc2ccco2)c2c3c(sc2n1)COC(C)(C)C3	/	7.5	/	0.1	-20.2	-0.6	/	-2.7
17	CN(C)CCNC(=O)C(=O)NCC1OCCN1S(=O)(=O)c1ccc2c(c1)OCCO2 (configuration not stated)	-2.6	/	7.8	1.9	-3.5	/	/	/
18	O=C(c1cnn2c(-c3ccccc3)cc(-c3ccccc3)nc12)N1CCN(Cc2ccccc2)CC1	-2.2	0.6	-14.2	-20.4	-14.0	0.3	/	-2.1
19	COc1ccc2[nH]c3c4c(ccc3c2c1)C(=O)C=CC4=O	-0.6	0.1	-7.1	-41.6	24.6	-1.9	0.5	-10.9
20	CCn1cc(/C=N\NC(=O)c2csc3ccccc23)c(C)n1	/	4.9	/	-2.2	4.8	-1.3	/	6.2
21	CCOc1ccc(CC(=O)OCn2nnc3ccccc3c2=O)cc1	-0.2	6.1	-8.1	-7.0	-14.7	1.4	1.5	4.2
22	CN(C)CCNC(=O)COc1cccc2c1OC(C)(C)C2	-3.7	/	-6.3	/	-1.0	/	-1.0	/
23	CS(=O)(=O)NNC(=O)c1sccc1OCc1ncc(C(F)(F)F)cc1Cl	/	0.5	-26.5	1.1	-8.9	1.8	-0.1	-0.3
24	CN(C)c1nc(OCCNC(=O)Nc2ccc(Cl)cc2)nc(N(C)C)n1	/	7.7	-4.4	-2.6	-11.9	-0.8	0.0	-2.1
25	COc1ccc(CN(C)C[C@@H]2Oc3ccc(NS(=O)(=O)c4c(C)noc4C)cc3CC(=O)N([C@@H](C)CO)C[C@H]2C)cc1	-1.5	/	4.8	-1.1[16.7 µM]	-5.7	/	?	/
26	COC(=O)c1sc(NC(=S)NC(=O)c2cccc(Br)c2)nc1C	1.0	-1.2	-9.3	7.3	10.5	-2.9	0.1	-7.3
27	O=C(N[C@@H]1CC[C@H](CCn2cc(-c3ccccc3)nn2)O[C@@H]1CO)c1cnccn1	2.9	0.9	-1.3	/	5.9	1.0	0.0	-6.1
28	COc1cc(OC)c(OC)cc1NC(=O)CC1COc2ccccc2O1 (configuration not stated)	/	-2.9	/	-15.7	/	-2.2	/	3.6
29	O=C(Nc1cccc(Cl)c1)N1CCCC1	/	-0.6	/	16.2	/	0.5	/	-10.1
30	CCCOc1ccc(C2=NNC(=O)CC2)cc1	-1.4	-6.5	-2.8	1.8	0.6	-0.1	/	6.6
31	CC(C)(C)c1ccc(C(=O)N2CCN(CCNC(=O)C(=O)NCc3ccc(Cl)cc3)CC2)cc1	/	-0.9	/	-12.1	-5.2	2.6	/	-3.2
32	CC(C)CCC(CC(C)O)C(=O)NNC(=S)Nc1ccccc1 (configuration not stated)	4.1	-2.7	-2.8	152.5*	/	2.2	7.8	-28.1
33	CO[C@H](CCO)[C@H](O)c1ccc(O)c(F)c1	0.3	1.7	-3.7	/	11.2	-11.6	/	-12.5
34	O=C1CC(c2ccc(S(=O)(=O)Nc3cc(C(F)(F)F)cc(C(F)(F)F)c3)cc2)CN1 (configuration not stated)	/	1.9	/	/	6.2	-0.8	/	-4.8
35	COc1ccc(-c2nnc(NC(=O)c3ccco3)s2)cc1	-1.5	1.1	-9.9	1.8	/	1.3	/	10.6
36	CNS(=O)(=O)c1cccc(C(=O)OCC(=O)NC2CCCC(C)C2C)c1 (configuration not stated)	-0.4	-2.1	-7.5	-2.1	1.5	2.0	-1.6	-4.7
37	Cc1cc(NC(=O)CCC(=O)N(Cc2ccco2)C2(C(=O)NC3CCCCC3)CCCCC2)no1	2.7	-2.9	-1.6	-4.1	-12.5	0.2	0.0	7.6
38	Cn1c(=O)oc2cc(S(=O)(=O)NCCC(=O)NCCc3ccccc3)ccc21	5.1	8.5	-74.0	2.5	1.5	-3.8	/	12.2
39	N#C/C(=C/c1ccc(OCc2ccc(C(=O)O)cc2)cc1)C(=O)Nc1ccccc1	4.9	-4.1	-9.1	-8.5	-4.3	0.2	/	-6.4
40	C[C@H]1CN([C@@H](C)CO)C(=O)Cc2cc(NC(=O)Nc3ccc(F)cc3)ccc2O[C@H]1CN(C)Cc1ccc(C(=O)Nc2ccccc2N)cc1	-0.6	/	-13.8	/	-9.8	/	3.7	/
41	c1ccc2sc(C3CCN(Cc4nnnn4Cc4ccc5c(c4)OCO5)CC3)nc2c1	/	-0.6	/	4.8	15.1	1.8	/	-8.9
42	O=C(CSc1nnc(C2CCCCC2)n1Cc1ccccc1)NCc1ccco1	/	-3.9	/	13.0	8.7	-1.6	/	4.3
43	CC12CCC3c4ccc(O)c([N+](=O)[O-])c4CCC3C1CCC2=O (configuration not stated)	-0.5	-5.0	8.3	4.1	-1.0	2.9	-0.1	-6.2
44	COc1cccc(OC)c1-c1nn2c(-c3ccco3)nnc2s1	/	-1.5	/	-0.8	15.8	0.5	/	7.2
45	Cc1nn(C(C)C(=O)NCC2CCCO2)c(=O)c2cc3occc3n12 (configuration not stated)	/	-0.2	/	0.5	-5.1	4.8	/	3.1
46	COC(=O)CN1C(=O)C(C)(C)Oc2ccc(C(=O)NC3CC3)cc21	/	6.4	/	0.2	/	1.4	/	6.9
47	COc1ccc(NC(=O)CNC(c2ccccc2)c2ccccc2)cc1	0.5	6.8	-5.2	3.8	-4.5	1.7	/	-7.8
48	CC(C)(C)C(=O)Nc1ncc(C(F)(F)F)cc1Cl	/	8.3	/	-8.4	9.9	-0.4	/	-6.3
49	C/C=C(\C)c1nnc(NC(=O)OCC)s1	/	1.3	/	1.4	-9.7	2.6	/	-6.9
50	COCC#Cc1cnc2c(c1)C(=O)N([C@@H](C)CO)C[C@@H](C)[C@@H](CN(C)Cc1ccc3c(c1)OCO3)O2	6.1	-1.0	0.4	20.1[16.7 µM]	24.7	1.8	0.5	-4.2
51	O=C(C[C@H]1C[C@H]2c3cc(NS(=O)(=O)c4ccc(F)cc4)ccc3O[C@H]2[C@@H](CO)O1)NCc1cccnc1	-0.6	-1.9	-0.2	1.2[16.7 µM]	2.6	-2.9	0.3	-1.9
52	CN(CC(=O)NCc1ccccc1)S(=O)(=O)c1cnc[nH]1	-0.8	6.3	-1.2	0.1	-6.5	-2.4	/	10.2
53	CCc1ccc(OCC(O)CN2CCN(c3ccccc3)CC2)cc1 (configuration not stated)	4.1	5.5	-3.1	3.8&18.6	-1.0&-2.3	-2.3	0.0	-0.6
54	COc1ccc(N2CCN(C(=O)c3c(-c4ccccc4)noc3C)CC2)cc1	-0.2	-8.4	-5.4	-3.2	-4.4	-1.3	/	0.4
55	C[C@@H]1CN([C@@H](C)CO)C(=O)c2cc(NS(=O)(=O)c3ccccc3)ccc2O[C@H]1CN(C)Cc1ccc(Cl)c(Cl)c1	0.3	5.7	-13.8	-6.1[16.7 µM]	8.5	-0.1	0.4	-12.6
56	O=c1[nH]cnc2c([N+](=O)[O-])cccc12	/	-2.6	/	-1.5	-3.5	-2.2	/	-0.7
57	COc1cc(C(=O)Nc2nncs2)cc(OC)c1OC	/	1.0	/	-13.2	1.4	-1.3	/	-5.0
58	CCc1ccc(CCC(=O)Nc2ccc(C)c(C)c2)o1	/	-4.0	/	1.4	3.9	-3.6	/	-5.3
59	Cc1cccc(-n2ncc3c(=O)[nH]c(SCC(=O)Nc4cc(C)on4)nc32)c1	-1.1	/	4.2	-5.8	-3.9	/	0.0	/
60	CCOC(=O)CN(C(=O)CSc1nnc(-c2ccncc2)n1CCCOC)c1ccccc1	/	-0.4	/	9.2	/	-0.3	/	4.0

# (further entries)
nr	molecule	ERAP1 HTS inh	PglD DTNB	RAD52 anneal inh	miR-122 sensor	PGC1a acetyl inh	Cneo AK release	E-sel inducer	RAD54 inh
61	Cc1cc(F)ccc1S(=O)(=O)N1CCCOC1CNC(=O)C(=O)NCc1ccncc1 (configuration not stated)	-0.1	-2.9	1.6	-0.4	9.2	0.7	0.4	-7.3
62	CCc1ccccc1NC(=O)CCC(=O)N1CCN(C(C)=O)CC1	14.3	-2.5	-64.4	1.8	/	0.4	-0.2	3.3
63	COc1ccc(CNC(=O)C[C@@H]2CC[C@H](NC(=O)c3ccc4c(c3)OCO4)[C@@H](CO)O2)cc1	-2.4	-0.8	3.9	/	1.3	2.0	0.0	0.7
64	CN(C(=O)c1cccc(NC(=O)Cc2ccc(NC(=O)C3CCN(S(=O)(=O)c4cccc([N+](=O)[O-])c4)CC3)cc2)c1)C1CCC1	-1.0	-1.5	-22.4	-8.3	-3.8	0.0	/	-12.4
65	CCOC(=O)CSc1cc(C)c(C#N)c2nc3ccccc3n12	-0.6	/	-17.9	-0.2	-31.6	/	/	/

# High-throughput results: PubChem, Broad Institute
